Screening data deposited in PubChem BioAssay by National Center for Advancing Translational Sciences (NCATS).
BAZ2B inh = BAZ2B (human) inhibition; Q9UIF8; AlphaScreen BAZ2B-H3K14Ac peptide displacement; Potency, µM (doses to about 114 µM), inactives show top-dose activity change, negative = inhibition, actives largely listed as inhibitors; 360,000 tested, 4.4% active; further: potency means the concentration at half of the fitted maximal effect; on the % scale 0 is the no-effect control and ±100 the full control effect; nearly all actives have a fitted effect of over 60% in size
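Protein-peptide AlphaScreen: BAZ2B 50 nM, b-H3K14Ac 50 nM, 1x PBS pH 7.4 + 0.01% Tween-20. Preincubation 30 min RT; cpd 30 min RT (top 110 uM); beads 20 min RT, light-protected.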
JMJD2A Tudor = inhibitors of human JMJD2A Tudor domain. Potency, µM (titrated, usually from 114 µM), inactives show at the top dose activity change, negative = inhibition, actives largely listed as inhibitors. 390,000 tested, 4.4% active. O75164. AlphaScreen JMJD2A-Tudor / H3K4me3 peptide binding; further: potency means the concentration at half of the fitted maximal effect; on the % scale 0 is the no-effect control and ±100 the full control effect; nearly all actives have a fitted effect of over 50% in size
G9a inh = G9a (human) methyltransferase inhibition | Q96KQ7 | G9a H3K9 monomethylation, AlphaScreen, 2 h | Potency, µM (series often up to 102 µM), inactives show top-dose activity, negative = inhibition, actives largely listed as inhibitors | 350,000 tested, 8.8% active | AID 504332; further: potency means the concentration at half of the fitted maximal effect; on the % scale 0 is the no-effect control and ±100 the full control effect; nearly all actives have a fitted effect of over 75% in size
Target sequence (Q96KQ7 913-1193 limits assumed): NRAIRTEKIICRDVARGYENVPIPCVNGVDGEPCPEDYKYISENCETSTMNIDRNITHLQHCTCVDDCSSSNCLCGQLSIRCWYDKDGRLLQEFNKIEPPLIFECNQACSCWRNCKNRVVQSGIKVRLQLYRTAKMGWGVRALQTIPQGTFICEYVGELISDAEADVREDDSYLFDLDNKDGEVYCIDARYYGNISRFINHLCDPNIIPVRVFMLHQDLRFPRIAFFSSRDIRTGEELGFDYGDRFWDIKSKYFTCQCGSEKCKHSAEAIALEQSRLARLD
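Compounds were preincubated with 20 nM G9a for 15 min, after which biotinylated H3K9 peptide (500 nM) and SAM (20 uM) started a 2 h room-temperature reaction. Monomethylated product was quantified by antibody-based AlphaScreen chemiluminescence.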
RGS4 inhibitor = human RGS4 inhibition; 390,000 tested, 0.039% active; Transcreener GDP fluorescence polarization, RGS4-accelerated GTP hydrolysis; P49798; Potency, µM (series often up to 114 µM), without a hit: top-dose activity change, negative = inhibition, actives largely listed as inhibitors; further: potency means the concentration at half of the fitted maximal effect; on the % scale 0 is the no-effect control and ±100 the full control effect; nearly all actives have a fitted effect of over 75% in size; some results filed as inactive show a strong effect at the top dose
Target sequence (P49798 whole entry, looked up): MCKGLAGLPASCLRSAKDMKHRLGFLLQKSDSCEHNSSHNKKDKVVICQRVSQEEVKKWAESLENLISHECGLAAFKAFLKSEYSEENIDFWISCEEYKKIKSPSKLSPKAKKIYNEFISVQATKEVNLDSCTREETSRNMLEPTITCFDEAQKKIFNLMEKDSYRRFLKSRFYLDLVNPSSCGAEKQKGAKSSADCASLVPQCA
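MLSMR compounds (23 nl, pin-transferred) preincubated 10 min at room temperature with a 500nM (2x) first reagent, then RGS4 at 900nM (2x) plus Transcreener GDP mix added; fluorescence polarization (620/688 nm) read before and after 90 min at 30 °C.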
ERG Ets-DNA blk = ERG Ets/DNA interaction inhibition; fluorescence polarization, His-ERG Ets domain / labelled DNA; 370,000 tested, 0.028% active; P11308; Potency, µM (titrated, usually from 76.9 µM), without a hit: top-dose FP activity, negative = inhibition, hits mostly inhibitors; active means well fitted inhibition curve with a large enough effect in the polarisation, with a control signal flat; inconclusive means small, poorly fitted or top-dose-only effect, or effect the other way, or a change in a side signal; inactive means no such curve, though single readings can be large or run the other way; the % refers to the polarisation;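 further: polarization taken with two DNA probes labelled with fluorescein and Texas red; potency means the concentration at half of the fitted maximal effect; % of control where 0% means no effect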
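His-tagged ERG Ets domain (1 uM in the protein solution; 300mM KCl, 50mM Tris-HCl, 1mM EDTA, 1mM DTT, pH 7.5) received compound, then a probe mix of 5 nM fluorescein-DNA and 100nM Texas-615-DNA. Fluorescence polarization was read for both dyes.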
12-LOX inh = ALOX12 (human) lipoxygenase inhibition. P18054. purified 12hLO, xylenol orange hydroperoxide absorbance. Potency, µM (series often up to 108 µM), for the others: at the top dose activity change, negative = inhibition, actives largely listed as inhibitors. 580,000 tested, 1.1% active; further: potency means the concentration at half of the fitted maximal effect; on the % scale 0 is the no-effect control and ±100 the full control effect
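Purified human 12hLO (150 nM final) in 25 mM Hepes, 0.01% Triton X-100, pH 7.0 was preincubated 15 min at room temperature with compound. Then 40 uM arachidonic acid was added, 30 min. Hydroperoxide was read by Fe-XO absorbance ratio 573/405 nm.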
GLS inhibitor = inhibitors of human glutaminase (GLS). O94925. GLS enzymatic activity, qHTS titration. Potency, µM (doses to about 45.5 µM), for inactives: at the highest dose activity change, negative = inhibition, actives largely listed as inhibitors. 410,000 tested, 0.21% active. AID 624170; further: potency means the concentration at half of the fitted maximal effect; on the % scale 0 is the no-effect control and ±100 the full control effect
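Coupled fluorescence readout: glutamate oxidase/HRP/Amplex Red detect glutamate formed by hKGA from L-glutamine (1 mM solution added). Buffer 45 mM KH2PO4 pH 8.2, 0.02% Tween-20; reads at t0 and 30 min RT.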
HP1b chromo inh = HP1-beta chromodomain-methylated histone interaction inhibition; AlphaScreen HP1-beta / biotin-H3K9me3 peptide binding; Potency, µM (titrated, usually from 114 µM), without a hit: top-dose activity change, negative = inhibition, actives largely listed as inhibitors; 390,000 tested, 0.56% active; further: potency means the concentration at half of the fitted maximal effect; nearly all actives have a fitted effect of over 70% in size; inactives centre near 23
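HP1-beta protein (50 nM final) preincubated 30 min at room temperature with biotinylated H3(1-18)K9me3 peptide (50 nM) in PBS pH 7.4, 0.01% Tween-20, then compound added for 30 min. AlphaScreen streptavidin donor/nickel chelate acceptor beads (10 ug/mL final), 30 min dark, luminescence read.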
PI4K2A block = blocks human PI4K2A kinase activity. purified PI4K2A, ADP-Glo luminescence, 1 h; stronger effect = lower value. activity change, negative = inhibition, % at 76.9 µM. 420,000 tested, 0.13% active; in the data active means activity change below about -50%; inconclusive means mostly about -30% to -49%;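 further: -100% = wells without enzyme as full effect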
Target sequence (Q9BTU6 whole entry, looked up): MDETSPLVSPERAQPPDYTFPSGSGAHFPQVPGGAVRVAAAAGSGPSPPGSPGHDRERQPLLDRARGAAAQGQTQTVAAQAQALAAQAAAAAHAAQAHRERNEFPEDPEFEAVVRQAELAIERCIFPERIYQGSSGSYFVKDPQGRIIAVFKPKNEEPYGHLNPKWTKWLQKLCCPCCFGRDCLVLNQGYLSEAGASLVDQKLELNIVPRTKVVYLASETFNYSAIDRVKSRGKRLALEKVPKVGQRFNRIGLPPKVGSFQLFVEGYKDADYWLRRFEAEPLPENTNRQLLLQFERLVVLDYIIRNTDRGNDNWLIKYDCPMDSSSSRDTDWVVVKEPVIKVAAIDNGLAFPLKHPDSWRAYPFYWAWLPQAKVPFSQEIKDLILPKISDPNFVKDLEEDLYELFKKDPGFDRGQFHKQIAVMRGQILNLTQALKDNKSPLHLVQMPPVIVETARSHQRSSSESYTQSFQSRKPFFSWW
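Compounds are screened against recombinant PI4K2A using PI as substrate and ATP, the latter dispensed at 300 microM. Reactions run one hour at ambient temperature before ADP-Glo detection; full inhibition defined by wells lacking enzyme.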
Numbers without * were called inactive; ? = inconclusive; . = not tested or not shown; & = joins results of further samples; [ ] = remark or other dose. Unless noted, the call rests on the fitted dose curve; in most records, active means well fitted curve in the direction sought with a large enough effect; inconclusive means small, poorly fitted or top-dose-only effect, or another doubt; inactive means no such curve, though single readings can be large; an effect the other way counts as inactive or inconclusive.

SMILES	BAZ2B inh	JMJD2A Tudor	G9a inh	RGS4 inhibitor	ERG Ets-DNA blk	12-LOX inh	GLS inhibitor	HP1b chromo inh	PI4K2A block
CCN1C(=O)/C(=C2\C=Cc3cc(C)ccc3N2CC)OC1=S	?	?	?	16%	0%	21%	9%	?	2
CN(C)CCNC(=O)Cn1ccc2cc(S(=O)(=O)N3CCCCCC3)ccc21	-16%&-35%	-4%&-9%	-6%	20%&14%	-22%&3%	3%&-13%	-3%&4%	27%&-6%	2&-5
COc1ccc(S(=O)(=O)N(C)C[C@H]2Oc3ccc(NC(=O)CCC(F)(F)F)cc3C(=O)N([C@H](C)CO)C[C@@H]2C)cc1	.	-23%	.	-3%	-9%	?	0%	13%	1
CC(O)(CS(=O)(=O)Cc1ccc(Cl)cc1)C(=O)Nc1cccc(C(F)(F)F)c1 (stereo unspecified)	1%	-9%	7%	-29%	-9%	3.2µM*	-1%	15%	0
O=C(CSc1n[nH]c(-c2ccccc2Cl)n1)N1CCN(c2ccccc2)CC1	-2%	-20%	-22%[59 µM]	-16%	-1%	-9%	62%[activator]	21%[57 µM]	-3
Cc1ccc(NC(=O)c2cnc(SCC(=O)NCC3CCCO3)n(C)c2=O)cc1 (stereo unspecified)	8%	-8%	?	-24%	8%	-2%	-12%	59%[activator]	-6
CCn1cc[n+](C)c1P(c1ccccc1)c1ccccc1	0%	-5%	25%[59 µM]	-8%	3%	40µM*	4%	27%	7
Cn1c(=O)c2sccc2n2c(CCCC(=O)N3CCN(c4ccccn4)CC3)nnc12	-12%	-14%	-7%	-15%	11%	-2%	-14%	39%	7
CC(C)(C)OC(=O)[C@H](Cc1ccccc1)NC(=O)c1nc[nH]c1C(=O)N1CCN(C(=O)OC(C)(C)C)CC1	-7%	-20%	0%	0%	2%	4%	1%	44%[activator]	-2
COCCCNC(=O)Cn1c(=O)n(Cc2ccc(F)cc2)c(=O)c2sccc21	?	-1%	13%	2%	-8%	.	-9%	22%	2
CC(=O)Nc1c(O)nc(SCc2ccc(Cl)cc2)[nH]c1=O	-2%	-10%	17%[59 µM]	0%	2%	7%	16%	28%	0
COc1ccc(C(=O)Nc2ccc(N3CCCC3)cc2)cc1Br	0%	?	40µM*	-34%	-15%	?	-6%	12%	2
CC(C)CN(CCNC(=O)CCN1N=C(c2ccccc2)CCC1=O)CC(C)C	7%	0%	-6%[59 µM]	-13%	-2%	-12%	4%	-14%	0
COc1ccc(CCNC(=O)C(=O)NCc2ccccn2)cc1	-25%	-12%	50µM*	-17%	-19%	14%	-1%	15%	2
O=C(NN=Cc1ccc([N+](=O)[O-])cc1)c1ccncc1	.	-8%	.	-1%	-2%	5%	1%	32%[57 µM]	1
Cc1ccc(S(=O)(=O)n2[nH]c(=O)cc2N)cc1	-11%	-15%	?	-3%	-2%	-26%	24%	19%	0
CC(C)(CCl)C(=O)Nc1ccc(Sc2ccc(F)cc2)cc1	-6%	32%	-58%[2.33 µM]	-2%	8%	0%	-2%	88%[activator]	-3
Cc1cccc(OCCCC(=O)Nc2ccc3c(c2)OCO3)c1	.	-9%	13%[59 µM]	-12%	-3%	-14%	-5%	21%	-4
Nc1ccnn1-c1ccccc1	-2%	1%	34%[0.501 µM]	14%	6%	3%	19%	37%	-16
NC(=O)C1CNc2ccccc2O1 (stereo unspecified)	11%	-3%	5%	24%	-9%	51%[activator]	24%	15%	-2
COc1ccccc1N1C(=NC(=O)CCC2CCCC2)SC2CS(=O)(=O)CC21 (stereo unspecified)	-12%	-25%	7%	-2%	3%	0%	0%	22%	7
COc1ccc(-n2ncc(C(=O)NCCc3ccsc3)c2C2CCN(C(=O)OC(C)(C)C)CC2)cc1	-1%[57.1 µM]	-24%	-23%[59 µM]	8%	4%	-7%	-3%	26%	0
CCOC(=O)c1c(NC(=O)COC(=O)c2ccccn2)sc2c1CCC2	?	-26%	-12%[59 µM]	25%	-8%	-9%	1%	2%	4
COc1cccc(N/N=C(\C#N)S(=O)(=O)C(C)(C)C)c1	-26%	-24%	?	-4%	3%	?	11%	-13%	-2
CCN(C(=O)CSc1cc(C)c2ccccc2n1)C1CCS(=O)(=O)C1 (stereo unspecified)	-11%	-16%	-27%	24%	-7%	-27%&0%	14%	12%	-10
(list continues)
SMILES	BAZ2B inh	JMJD2A Tudor	G9a inh	RGS4 inhibitor	ERG Ets-DNA blk	12-LOX inh	GLS inhibitor	HP1b chromo inh	PI4K2A block
Fc1ccc(CNCCCSc2nnnn2-c2ccccc2)cc1	-10%	-7%	-31%[59 µM]	18%	-2%	?	-11%	36%	-1
Brc1ccc([C@H]2CN3CCSC3=N2)cc1	.	6.3µM*	?	-1%[56.9 µM]	4%	-15%	-7%	?	-3&5
CC(C)=NOc1nc(N(C)C)nc(N2CCOCC2)n1	-14%	56µM*	27%	?	1%	?	-15%	-1%	0
COc1ccccc1CC(Cc1nc2ccccc2[nH]1)c1nc2ccccc2[nH]1 (stereo unspecified)	-21%	-21%	7%	12%	9%	13%	0%	-19%	-2
O=C(Nc1ccccc1)Oc1cccc(Br)c1	2%	4%	5%	23%	-2%	117%[activator]	21%	32%	5
O=C(NCCOCCO)C(=O)Nc1c2c(nn1-c1ccc(F)cc1)CSC2	-3%	-2%	13µM*	-18%	3%	0%	0%	-7%	1
COc1cccc2c1C1(O)C2CCCCCCCCCC12OCCCO2 (stereo unspecified)	.	-4%	.	-10%	.	-17%	1%	18%	5
COc1cc(NC(=O)CN(C)S(=O)(=O)c2ccc3c(c2)CC(C)N3C(C)=O)cc(OC)c1 (stereo unspecified)	2%	-9%	.	-9%	-13%	-3%	0%	27%	5
COc1ccccc1-c1nc2c(c(SCC(=O)Nc3ccc(C)c(C)c3)n1)Cc1c(CO)cnc(C)c1O2	-21%	-18%	?	-8%	4%	?	-13%	-2%	5
Cn1ncc([N+](=O)[O-])c1C(=O)NC1CCCCC1	-2%	16%	5%	-18%	?	0%	-2%	22%	2
O=C(CCc1ccccc1O)NC1CCCc2ccccc21 (stereo unspecified)	-1%	-7%	14%	-42%	-8%	6%	-22%	18%	1
Cc1nc(SCC(=O)Nc2ccccc2C(F)(F)F)c2c(=O)n(C)c(=O)n(C)c2n1	.	-13%	.	6%	-5%	28%	-4%	45%[activator]	9
CCS(=O)(=O)N1Cc2ccccc2CC1C(=O)N(C)CC(=O)Nc1ccc(OC)cc1 (stereo unspecified)	4%	-11%	?	8%	-6%	-2%	3%	46%[activator]	4
CCN1C(=O)CSc2ccc(C(=O)NCc3ccccc3)cc21	?	-10%	-10%	-17%	-3%	-1%	2%	14%	1
CCOC(=O)c1sc(NC(=O)c2ccco2)c(C#N)c1C	-3%	2%	45µM*	-36%	5%	-19%	-15%	-4%	-2
CC(C)(C)c1ccc(C(=O)NN=C2CCCC2)cc1	5%[0.457 µM]	-7%	25%[59 µM]	3%	-2%	14%	-4%	34%	3
COc1ccc(N2CCN(C(=O)CCCNC(=O)Cn3cnc4sc(C)c(C)c4c3=O)CC2)cc1	-3%	-17%	50µM*	-12%	2%	-8%	-3%	16%	-7
Cc1ccccc1NS(=O)(=O)c1ccc(C(=O)N(C)CC(=O)Nc2ccccc2Br)cc1	.	-21%	.	15%	-5%	-1%	0%	34%	-7
CCCNC(=S)N1CCC(C(=O)c2ccc3c(c2)OCCO3)CC1	-39%	-9%	19%[59 µM]	-9%	2%	-3%	6%	38%	1

In the list so far, these contain fluorine.
SMILES	BAZ2B inh	JMJD2A Tudor	G9a inh	RGS4 inhibitor	ERG Ets-DNA blk	12-LOX inh	GLS inhibitor	HP1b chromo inh	PI4K2A block
COc1ccc(S(=O)(=O)N(C)C[C@H]2Oc3ccc(NC(=O)CCC(F)(F)F)cc3C(=O)N([C@H](C)CO)C[C@@H]2C)cc1	.	-23%	.	-3%	-9%	?	0%	13%	1
CC(O)(CS(=O)(=O)Cc1ccc(Cl)cc1)C(=O)Nc1cccc(C(F)(F)F)c1 (stereo unspecified)	1%	-9%	7%	-29%	-9%	3.2µM*	-1%	15%	0
COCCCNC(=O)Cn1c(=O)n(Cc2ccc(F)cc2)c(=O)c2sccc21	?	-1%	13%	2%	-8%	.	-9%	22%	2
CC(C)(CCl)C(=O)Nc1ccc(Sc2ccc(F)cc2)cc1	-6%	32%	-58%[2.33 µM]	-2%	8%	0%	-2%	88%[activator]	-3
Fc1ccc(CNCCCSc2nnnn2-c2ccccc2)cc1	-10%	-7%	-31%[59 µM]	18%	-2%	?	-11%	36%	-1
O=C(NCCOCCO)C(=O)Nc1c2c(nn1-c1ccc(F)cc1)CSC2	-3%	-2%	13µM*	-18%	3%	0%	0%	-7%	1
Cc1nc(SCC(=O)Nc2ccccc2C(F)(F)F)c2c(=O)n(C)c(=O)n(C)c2n1	.	-13%	.	6%	-5%	28%	-4%	45%[activator]	9

Grouped by structure: the entries above with two or more sulfur atoms (2)
SMILES	BAZ2B inh	JMJD2A Tudor	G9a inh	RGS4 inhibitor	ERG Ets-DNA blk	12-LOX inh	GLS inhibitor	HP1b chromo inh	PI4K2A block
COc1ccccc1N1C(=NC(=O)CCC2CCCC2)SC2CS(=O)(=O)CC21 (stereo unspecified)	-12%	-25%	7%	-2%	3%	0%	0%	22%	7
CCN(C(=O)CSc1cc(C)c2ccccc2n1)C1CCS(=O)(=O)C1 (stereo unspecified)	-11%	-16%	-27%	24%	-7%	-27%&0%	14%	12%	-10

Not all compounds are listed; count on the stated rates, not on these rows.
